# RT RNaseH block: blocks HIV-1 RNase H cleavage of RNA/DNA duplex; P04585; RT-RNase H RNA/DNA duplex cleavage, fluorescence; inhibition, % at 10 µM; hit rate 1.9% among 65,000; AID 565; in the data active = inhibition above about 50%
# RmlCD inh mix: RmlC/RmlD inhibition, mixture screen | RmlC/RmlD coupled enzyme inhibition, 384-well mixture HTS | inhibition, % at 5.5 µM | hit rate 0.39% among 110,000; in the data active = inhibition above about 30%, passing the limit was not always enough; note: strong numbers were not always called active
# Starred values were filed as active, the others as inactive; . = not tested or not shown. These rows are one share of the data; rates above refer to the full screens.
nr	structure	RmlCD inh mix	RT RNaseH block
1	COc1ccc(Cn2c(SC)nc3ccccc32)cc1[N+](=O)[O-]	10	.
2	Cc1cc(C)n(-c2nc(NC(C)(C)C)nc(NC(C)(C)C)n2)n1	1	11
3	COc1ccccc1-c1cc(C(F)(F)F)nc(S(=O)(=O)CCCC(=O)Nc2cc(C)on2)n1	15	11
4	Cn1c(=O)c2c(nc(N3CCOCC3)n2CC(=O)c2ccccc2)n(C)c1=O	.	-13
5	O=c1oc2ccccc2cc1-c1nnc(-c2cccc(Br)c2)o1	29	20
6	CCOC(=O)CSc1nc(C)c2ccccc2n1	9	.
7	COC(=O)c1ccc(CS(=O)(=O)c2ccccc2C)o1	-3	-3
8	CCOC(=O)CNC(=O)C(NC(=O)C1CCC(C)CC1)C(C)CC (centres undefined)	-18	0
9	CCn1nnnc1SCC(=O)Nc1cccc(C)n1	3	-1
10	C=CCN(C(=O)COc1ccccc1)c1nnc(-c2ccncc2)s1	154*	.
11	O=C(O)c1ccccc1NC(=O)C1CCCO1 (centres undefined)	-18	-10
12	COc1cccc(C2C3CN(C)CC=C3C(C#N)=C(N)C2(C#N)C#N)c1OC (centres undefined)	.	0
13	COc1ccccc1NC(=O)c1cc(Cl)ccc1NC(=O)c1ccco1	108	3
14	COc1cnc(-c2ccccn2)nc1Sc1cccc(Cl)c1	9	.
15	COc1ccc(OC)c(NC(=O)CSc2nnc(Cn3nnc4ccccc43)n2C)c1	5	.

# 2 entries drawn at random from those above, as already listed:
nr	structure	RmlCD inh mix	RT RNaseH block
14	COc1cnc(-c2ccccn2)nc1Sc1cccc(Cl)c1	9	.
15	COc1ccc(OC)c(NC(=O)CSc2nnc(Cn3nnc4ccccc43)n2C)c1	5	.

# Entries by screen from the list.
# Compounds 2–8 in RT RNaseH block, in turn: 11, 11, -13, 20, ., -3, 0

# The list continues.
nr	structure	RmlCD inh mix	RT RNaseH block
16	CCCCN1CC(C(=O)NC2CCCCC2)CC1=O (centres undefined)	.	-8
17	Cc1nn(C)c(Oc2cccc(Cl)c2)c1C(=O)O	11	.
18	COc1ccc(S(=O)(=O)N(C)CC(=O)NC2CCCCC2)cc1OC	40	37
19	O=C(COc1ccc(Cl)cc1Cl)NCCC1=CCCCC1	7	.
20	COc1cccc(OCCNc2cc(N3CCCCC3)ccc2[N+](=O)[O-])c1	24	.
21	O=C(O)c1ccc(Cl)cc1NC(=O)C1CCCO1 (centres undefined)	6	3
22	CCCCn1c(SCC(=O)N2CCC(C)CC2)nc2ccsc2c1=O	-14	.
23	O=C(O)C1C2C=CC3(CN(Cc4ccncc4)C(=O)C13)O2 (centres undefined)	-14	-15
24	COc1ccc(-c2nc(-c3ccccc3)no2)c(OC)c1	14	-7
25	COc1ccc(-c2cc(C(F)(F)F)nc(SCCC(=O)NCc3ccco3)n2)cc1	-13	4
26	COc1ccc(OC)c2[nH]c(=O)c(CCNC(=O)COc3ccccc3)cc12	.	-45
27	CN1CCc2cccc3c2[C@H]1Cc1ccc(O)c(O)c1-3	2	.
28	Cc1cc(/C=N/NC(=O)c2cccs2)c(C)n1-c1ccccc1	-8	.
29	COC(=O)NCCOc1nc(N(C)C)nc(N(C)C)n1	-12	.
30	Nc1c(C(=O)NCCCc2ccccc2)c2nc3ccccc3nc2n1Cc1cccs1	-228	.
31	CCCc1ccc(-c2c(C)sc(N)c2C#N)cc1	7	.
32	Cc1cc(C#N)c(C)n1-c1cc(S(=O)(=O)N2CCOCC2)ccc1N1CCCC1	8	.
33	FC(F)(F)c1cccc(-n2nnnc2C2(N3CCOCC3)CCCCC2)c1	10	.
34	COc1cccc(-c2cc(C(=O)N3CCCc4ccccc43)no2)c1	2	-63
35	Nc1cccc(N=Cc2c(O)n(Cc3ccc(F)cc3)c(=O)[nH]c2=O)c1	-6	-22
36	S=C1NCCN1	-6	.
37	Cc1occc1C(=O)Nc1cccc(C(=O)O)c1	-6	.
38	Cc1ccc(-c2csc(N3CCC(C(N)=O)(N4CCCCC4)CC3)n2)cc1	6	3
39	CCOC(=O)c1c(NC(=O)CSc2nnc(CNC(=O)c3ccco3)n2C)sc2c1CCC2	7	-9
40	Cn1c(SCCCC(=O)c2ccc(F)cc2)nnc1-c1ccncc1	5	.
41	COc1ccccc1CNC(=O)C1CC(c2cccc([N+](=O)[O-])c2)=NO1 (centres undefined)	-13	.
42	CCO[C@H]1OC(C(=O)N2CCN(Cc3ccc4c(c3)OCO4)CC2)=C[C@@H](C)[C@@H]1CCCO	-16	.
43	CCn1c(COc2ccccc2)nnc1SCC(=O)CC(=O)Nc1ccccc1OC	8	2
44	CCn1cc(C(=O)N2CCN(C3CCCCC3)CC2)c2cc(OC)c(OC)cc2c1=O	-12	7
45	COC(=O)c1[nH]c2cc(OC)ccc2c1NC(=O)CCN1CCSCC1	11	.
46	COC(=O)Cc1c(C)nc2nc(NCc3ccc(Cl)cc3)[nH]n2c1=O	.	-2
47	CN1CCN(CC(=O)Nc2ccc(Oc3ccccc3)cc2)CC1	-10	1
48	O=C1N[C@@H](Cc2cnc[nH]2)C(=O)N2CCC[C@@H]12	2	-11
49	CN(CCCNC(=O)c1cccn2c(=O)c3ccccc3nc12)Cc1ccccc1	-22	.
50	COc1ccc(CCn2nnnc2C(CC(C)C)N2CCC(C(N)=O)CC2)cc1OC (centres undefined)	-8	3
51	Cn1cnnc1SCC(=O)c1ccc2c(c1)CCCC2	3	-16
52	CC1(C(=O)CSc2nc3ccccc3[nH]2)CCC(=O)O1 (centres undefined)	-3	16
53	N#CC(c1cccc(Cl)c1)c1ncc(C(F)(F)F)cc1Cl (centres undefined)	21	.
54	O=C(O)CCc1ccc(-c2cccs2)n1NC(=O)c1ccc(O)cc1	-44	51*
55	Cc1c2c(nc3ccccc13)OCC2	6	.
56	c1ccc(CNc2ncnc3nc[nH]c23)cc1	3	.
57	CN(Cc1cccs1)C(=O)COc1ccc(-c2nnco2)cc1	-12	0
58	NCC1CCC(C(=O)Oc2ccc(CCC(=O)O)cc2)CC1 (centres undefined)	-26	.
59	CCC(C)(C)NC(=O)c1ccc(S(=O)(=O)N(C)c2ccccc2OC)cc1	-13	.
60	CC(C)c1nc2oc3c(=O)[nH]cnc3c2c2c1CCC2	9	-11

# Reprinted from the part before: five entries, followed by the next part.
nr	structure	RmlCD inh mix	RT RNaseH block
56	c1ccc(CNc2ncnc3nc[nH]c23)cc1	3	.
57	CN(Cc1cccs1)C(=O)COc1ccc(-c2nnco2)cc1	-12	0
58	NCC1CCC(C(=O)Oc2ccc(CCC(=O)O)cc2)CC1 (centres undefined)	-26	.
59	CCC(C)(C)NC(=O)c1ccc(S(=O)(=O)N(C)c2ccccc2OC)cc1	-13	.
60	CC(C)c1nc2oc3c(=O)[nH]cnc3c2c2c1CCC2	9	-11
61	Nc1c(C(=O)NCCN2CCOCC2)c2nc3ccccc3nc2n1CCc1ccccc1	-46	-60
62	CCOC(=O)c1cnc2ccc(C)cc2c1NCCO	7	.
63	CC1(C(=O)NCCCNc2ncc(C(F)(F)F)cc2Cl)C=CC2(CCCCC2)N1C(=O)c1ccccc1 (centres undefined)	6	.
64	CCC(=O)N1CC23C=CC(CC2CC12CCCCC2)O3 (centres undefined)	-4	0
65	COc1ccc(Cl)cc1NC(=O)CCN1CCN(C)CC1	-9	.
66	CCN1CCN(Cc2ccc(NC(=O)c3cc(NC(=O)c4cc5cccc(OC)c5o4)cc(OC)c3)cc2C(F)(F)F)CC1	3	.
67	Cn1c(SCc2nnc(-c3ccccc3Br)o2)nc2sc3c(c2c1=O)CCC3	8	29
68	O=c1cc(-c2ccccc2)[nH]n1-c1ccc([N+](=O)[O-])cc1	-13	.
69	COc1cc(/C=N/NC(=O)CN2CC(c3ccccc3)CC2=O)ccc1OC(=O)N(C)C (centres undefined)	0	.
70	N=c1ccn(CC(=O)NC(N)=O)c2ccccc12	7	.
71	C=C(C)C(=O)Nc1cccc(C2=NOC3(C2)C[C@@H](C(N)=O)N(C(=O)c2cc([N+](=O)[O-])cc([N+](=O)[O-])c2)C3)c1 (some centres undefined)	-3	.
72	CCOC(=O)N1CCN(C(=O)CS(=O)(=O)c2cn(Cc3ccc(F)cc3)c3ccccc23)CC1	-6	5
73	C=CCn1c(=O)c(C(=O)Nc2nnc(C)s2)c(O)c2ccccc21	.	83*
74	CC1=C(C(=O)OCCOC(C)C)C(c2cc3c(cc2Br)OCO3)CC(=O)N1 (centres undefined)	14	.
75	COC(=O)c1[nH]c2ccc(Cl)cc2c1NC(=O)C1CC1	.	-4
76	CCCCNC(=O)Nc1ccc(Br)cn1	8	-80
77	O=C(CC1C(=O)OCN1C(=O)OCc1ccccc1)OCC(=O)c1ccccc1 (centres undefined)	6	-9
78	Cc1ccc(NC(=O)Cn2cnc3sc(C(=O)NCc4ccco4)c(C)c3c2=O)cc1Cl	4	.
79	COCc1c(C(=O)N2CCN(c3ccc(C(F)(F)F)cn3)CC2)oc2ccccc12	-23	.
80	O=S(=O)(c1ccccc1)c1nc(-c2ccco2)oc1NCc1ccccc1	5	.
81	CN(C)c1ccc(CNc2ccc3c(c2)ncn3C)cc1	-16	.
82	CSc1ncc(CNc2cc([N+](=O)[O-])ccc2C)c(N)n1	-13	.
83	COc1ccccc1/C=N/n1cnnc1	.	-7
84	Cc1ccc(Cn2nnc3c(=O)[nH]c(C(=O)NCc4ccco4)nc32)cc1	8	0
85	O=S(=O)(c1ccccc1)N(Cc1nc(-c2ccccc2)no1)C1CCCCC1	11	5
86	COc1ccc(S(=O)(=O)N(Cc2cc3cc(C)ccc3[nH]c2=O)CC2CCCO2)cc1 (centres undefined)	-45	.
87	O=c1oc2ccccc2c2c1SC(C(F)(F)F)C2 (centres undefined)	-49	.
88	Cc1ccccc1Oc1cccc(C(=O)/C(C#N)=C/N(C)C)c1	8	.
89	CCN(CC)CCNc1ncnc2c1[nH]c1ccc(OC)cc12	-2	5
90	O=P(c1ccccc1)(c1ccccc1)N1CCCCC1	4	-8
91	Cc1ccc2nsnc2c1S(=O)(=O)N(Cc1ccco1)Cc1cc2ccc(C)c(C)c2[nH]c1=O	5	.
92	CC(=O)Nc1cccc(OC(=O)N2CCOCC2)c1	-111	-13
93	Cn1c(=O)cc(OCCCC(=O)N2CCN(Cc3ccc4c(c3)OCO4)CC2)c2ccccc21	3	-39
94	Clc1ccc(-c2nn3c(-c4ccncc4)nnc3s2)c(Cl)c1	.	0
95	Cc1cc(C)nc(NC(=O)c2ccc(Cl)c(Cl)c2)n1	-8	.
96	COc1ccc(NC(=O)Cn2c(=O)n(CC(=O)NCc3ccco3)c(=O)c3ccccc32)cc1OC	-1	.
97	Cc1ccc(S(=O)(=O)NCC(=O)OC(C)C(=O)Nc2ncc(Cl)cc2Cl)cc1 (centres undefined)	-5	.
98	CCOC(=O)c1c(C(C)(C)C)oc2ccc(O)cc12	5	.
99	CCCN1C(=O)/C(=C/c2ccc(C)s2)SC1=Nc1ccc(OC)cc1	0	.
100	CC(C)CNc1nc(Oc2ccc(=O)n(C)n2)nc(N2CCOCC2)n1	.	-13
101	Cc1ccc(-n2nnnc2SCC(=O)c2cc(C)n(-c3cc(C)on3)c2C)cc1	7	-5
102	O=C(NCCc1csc(-c2ccc(C(F)(F)F)cc2)n1)c1cccs1	-21	.
103	c1ccc2cc(CC3=NCCN3)ccc2c1	-25	-10
104	Cc1ccc(-c2nnn(CC(=O)N(CC(=O)NC3CCCC3)c3ccc(F)c(Cl)c3)n2)o1	7	.
105	COc1ccccc1-c1cc(N)n(S(=O)(=O)c2ccc(F)c(C)c2)n1	10	-41
106	Cc1[nH][nH]c(=O)c1N=Nc1ccccc1	-5	.
107	COC(=O)CN1C(=O)CSc2ncccc21	-9	-12
108	O=C(Nc1ccc(Cl)cc1)OCc1cn(-c2ccc(Cl)cc2)nn1	2	.
109	CCOc1ccc(C2SCC(=O)Nc3c2c(=O)[nH]n3C2CCCCCC2)cc1 (centres undefined)	79	58*
110	CCOC(=O)N1CCN(S(=O)(=O)c2ccc(OCC)c(C)c2)CC1	2	0
111	Cc1nc2ccc(Cc3ccc4nc(C)[nH]c4c3)cc2[nH]1	-8	.
112	CCn1c(Cc2ccccc2)nnc1SCC(=O)Nc1ccc2c(c1)OCCO2	91	-20
113	CCOC(=O)c1cccc(NC(=O)CSc2nnc(-c3cccnc3)n2CC)c1	3	-8
114	O=C(CSc1ncnc2sc3c(c12)CCCC3)N1CCC(c2noc3ccc(F)cc23)CC1	15	-8
115	CN(C)S(=O)(=O)c1cccc(C(=O)OCC(=O)c2ccc3c(c2)NC(=O)CO3)c1	-7	.
116	C=CCOc1ccc2ccccc2c1/C=N/O	-3	.
117	CCn1cc([N+](=O)[O-])c(C(=O)Nc2c(C)nn(Cc3c(F)c(F)c(F)c(F)c3F)c2C)n1	6	.
118	C/C(=N\NS(=O)(=O)c1cccc([N+](=O)[O-])c1)c1cc2ccccc2o1	-24	.
119	COc1ccc(-c2cc(C(=O)N3CC4(C)CC3CC(C)(C)C4)no2)cc1 (centres undefined)	7	-1
120	COc1cc2cc(C(=O)O)n(C)c2c(OC)c1OC	21	-7

# The list continues.
nr	structure	RmlCD inh mix	RT RNaseH block
121	O=C(Cc1ccc(Cl)cc1)N/N=C1\CCCc2ccccc21	5	.
122	CCCOC(=O)Cc1n[nH]c(=O)[nH]c1=O	9	-2
123	Cn1c(=O)c2c3c(sc2n2c(SCC(N)=O)nnc12)CC(C(C)(C)C)CC3 (centres undefined)	-3	-22
124	O=C(C1COc2ccccc2O1)N1CCN(c2ccccc2F)CC1 (centres undefined)	-7	-7
125	CCC(=O)N1CCN(c2ccc(NC(=O)c3cc4ccccc4o3)cc2)CC1	-9	.
126	COCCNCC(=O)C12CC3CC(CC(C3)C1)C2	-16	-2
127	Nc1ccc(S(=O)(=O)c2cccc(N)c2)cc1	11	-18
128	CC1=C(C(=O)OCc2ccccc2)C(c2ccc(Cl)cc2Cl)NC(=O)N1CCCC(=O)O (centres undefined)	-14	.
129	Nc1ccc(C(=O)OCc2nc3ccccc3[nH]2)cc1	.	0
130	COc1ccc2nc3oc(C(=O)N4CCC(C(N)=O)CC4)cc3cc2c1	34*	-30
